Screening data from PubChem.
LDHA block: blocks human lactate dehydrogenase A. P00338. purified LDHA, NADH/diaphorase-resazurin fluorescence; hits give low values. activity change, % (values are at about 110 or 230 µM). 0.15% of 480,000 active; in the data active = activity change below about -30%; inconclusive = mostly about -25% to -30%;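 also: plate controls were DMSO wells for no effect and wells without enzyme for full effect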
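Resorufin fluorescence (ex540/em590), read at 0 and 20 min after diaphorase/resazurin addition, reports the NADH left after a 5 min room-temperature reaction of 2 nM human LDH5 with 0.06 mM NADH and 0.2 mM pyruvate.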
USP1-UAF1 inh: USP1/UAF1 (human) deubiquitinase inhibition; O94782; recombinant USP1/UAF1, Ub-Rhodamine cleavage fluorescence; Potency, µM (titrated, usually from 57.1 µM), for the others: at the highest dose activity change, negative = inhibition, actives largely listed as inhibitors; 0.23% of 390,000 active; also: potency is read from the fitted curve at half-maximal effect; % is scaled to controls: 0 for no effect and ±100 for the full control effect; nearly all actives have a fitted effect of over 60% in size; inactives centre near -12
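USP1/UAF1 complex at 1 nM was preincubated with compound for 15 min at room temperature, then Ub-Rho substrate (150nM final) was added. Fluorescence (480/540 nm) was read kinetically, 6 reads every 60 seconds.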
Vif-A3F inh: inhibitors of Vif-A3F interaction. HeLa A3F-eYFP + Vif (tagged APOBEC3F with the HIV-1 protein that degrades it), YFP fluorescence increase. Potency, µM (titrated, usually from 46.1 µM), for the others: at the highest dose activity, negative = active. 0.2% of 390,000 active. AID 602313; also: potency is read from the fitted curve at half-maximal effect; % of control where 0% means no effect; nearly all actives have a fitted effect of over 65% in size
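Fluorescence increase (Ex 488/Em 500-530) after overnight compound treatment at 37 deg C flags inhibition of Vif-driven A3F-eYFP loss in stable HeLa A3F-eYFP/Vif cells seeded overnight beforehand.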
Vif-A3G inh: Vif-A3G binding inhibition. Q9HC16. 0.076% of 410,000 active. Potency, µM (doses to about 46.1 µM), for the others: at the highest dose activity, negative = active, actives largely listed as inhibitors. AID 602310. HeLa A3G-eYFP + Vif (tagged APOBEC3G with the HIV-1 protein that degrades it), YFP fluorescence, overnight;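 also: potency is read from the fitted curve at half-maximal effect; % is scaled to controls: 0 for no effect and ±100 for the full control effect; nearly all actives have a fitted effect of over 60% in size; hits raise eYFP signal because A3G escapes Vif-driven loss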
Target sequence (Q9HC16 whole entry, looked up): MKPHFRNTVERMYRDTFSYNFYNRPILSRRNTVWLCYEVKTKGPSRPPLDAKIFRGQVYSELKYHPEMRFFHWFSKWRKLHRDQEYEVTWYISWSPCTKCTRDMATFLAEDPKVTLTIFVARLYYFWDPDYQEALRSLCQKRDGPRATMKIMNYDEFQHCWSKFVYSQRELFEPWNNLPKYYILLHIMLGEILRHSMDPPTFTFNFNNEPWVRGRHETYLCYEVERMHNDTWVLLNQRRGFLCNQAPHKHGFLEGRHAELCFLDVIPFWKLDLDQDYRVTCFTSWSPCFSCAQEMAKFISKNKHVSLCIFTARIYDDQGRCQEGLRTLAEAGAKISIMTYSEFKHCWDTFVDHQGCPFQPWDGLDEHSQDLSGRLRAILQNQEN
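HeLa cells stably expressing Vif and C-terminally eYFP-tagged A3G, seeded overnight at 37 deg C, then exposed to compound by pintool overnight at 37 deg C. Rise in yellow fluorescence (Ex 488/Em 500-530, Acumen) marks blocked Vif-driven A3G degradation.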
RGS4 inhibitor: human RGS4 inhibition | P49798 | Transcreener GDP fluorescence polarization, RGS4-accelerated GTP hydrolysis | Potency, µM (highest dose often 114 µM), for inactives: at the highest dose activity change, negative = inhibition, most hits filed as inhibitors | 0.039% of 390,000 active | AID 504845; also: potency is read from the fitted curve at half-maximal effect; % is scaled to controls: 0 for no effect and ±100 for the full control effect; nearly all actives have a fitted effect of over 75% in size; some results filed as inactive show a strong effect at the top dose
Target sequence (P49798 whole entry, looked up): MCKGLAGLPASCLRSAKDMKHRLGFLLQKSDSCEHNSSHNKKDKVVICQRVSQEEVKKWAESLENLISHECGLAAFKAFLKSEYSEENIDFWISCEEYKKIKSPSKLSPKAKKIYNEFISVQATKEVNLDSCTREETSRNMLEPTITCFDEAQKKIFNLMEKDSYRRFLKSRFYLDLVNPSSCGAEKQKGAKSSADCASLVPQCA
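MLSMR compounds (23 nl, pin-transferred) preincubated 10 min at room temperature with a 500nM (2x) first reagent, then RGS4 at 900nM (2x) plus Transcreener GDP mix added; fluorescence polarization (620/688 nm) read before and after 90 min at 30 °C.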
Glioma ERSR ind: induces the endoplasmic reticulum stress response in human glioma cells. U87-MG GRP78 promoter luciferase reporter, 16 h. Potency, µM, inactives show top-dose activation, actives largely listed as activators. 0.02% of 420,000 active. AID 602332; also: potency is read from the fitted curve at half-maximal effect; series mostly up to about 76 µM; % of control where 0% means no effect; nearly all actives have a fitted effect of over 35% in size
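ERSR induction read as luciferase luminescence (Bright-Glo, 10 min at room temperature) in stably transfected human U87-MG glioma cells exposed to compounds for 16 h, using GRP78 as sensor.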
IDH1 R132H inh: human IDH1 R132H inhibition; IDH1-R132H enzyme, NADPH consumption, diaphorase/resazurin fluorescence; O75874; Potency, µM (series often up to 76.6 µM), inactives show at the top dose activity change, negative = inhibition, usual class: inhibitors; 0.093% of 390,000 active; AID 602179; also: potency is read from the fitted curve at half-maximal effect; % is scaled to controls: 0 for no effect and ±100 for the full control effect; nearly all actives have a fitted effect of over 65% in size
Target sequence (O75874 whole entry R132H, stated change not applied): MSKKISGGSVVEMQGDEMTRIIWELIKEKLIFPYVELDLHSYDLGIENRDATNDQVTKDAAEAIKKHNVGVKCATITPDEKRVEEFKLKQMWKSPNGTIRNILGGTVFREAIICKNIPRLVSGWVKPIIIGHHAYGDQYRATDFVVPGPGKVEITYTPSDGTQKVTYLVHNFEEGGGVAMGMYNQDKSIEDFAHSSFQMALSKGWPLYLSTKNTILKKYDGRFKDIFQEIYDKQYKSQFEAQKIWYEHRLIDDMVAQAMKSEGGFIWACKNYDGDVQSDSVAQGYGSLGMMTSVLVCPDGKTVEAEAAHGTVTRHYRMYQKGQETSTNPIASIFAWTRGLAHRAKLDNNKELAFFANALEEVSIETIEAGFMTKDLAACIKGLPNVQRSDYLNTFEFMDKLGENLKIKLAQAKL
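IDH1-R132H (0.5 ug/mL) preincubated 30 min with compound, then NADPH (0.016 mM) and alpha-KG (2 mM) added; 80 min at RT, pH 7.5. Remaining NADPH coupled via diaphorase/resazurin to fluorescence (540/590 nm); concentration-response curves normalized to no-enzyme control.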
rTrxR1 inhibitor: rat TrxR1 inhibition | O89049 | recombinant rTrxR1, NADPH fluorescence consumption, selenite substrate | Potency, µM (top dose mostly 114 µM), for inactives: at the highest dose activity change, negative = inhibition, hits mostly inhibitors | 1% of 390,000 active; also: potency is read from the fitted curve at half-maximal effect; % is scaled to controls: 0 for no effect and ±100 for the full control effect; nearly all actives have a fitted effect of over 65% in size
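Rat TrxR1 (90 nM in the dispensed reagent) was pre-reduced with 400 uM NADPH for 5 min at room temperature, then incubated with compound for 15 min. After 400 uM selenite was added, NADPH fluorescence (Ex 340/Em 450 nm) was followed for 8 min.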
TrxR1 substrate: is turned over as a substrate by rat TrxR1; purified TrxR1 substrate turnover, NADPH consumption readout; 0.01% of 390,000 active; Potency, µM (titrated, usually from 114 µM), without a hit: at the top dose activity change, negative = substrate turnover; AID 588456; also: potency is read from the fitted curve at half-maximal effect; % is scaled to controls: 0 for no effect and ±100 for the full control effect; nearly all actives have a fitted effect of over 50% in size
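Rat TrxR1, dispensed at 90 nM, was prereduced with 400 uM NADPH (final) for 5 min at ~22 deg C, then incubated with compound 15 min before 400 uM selenite. A first-read NADPH fluorescence drop versus no-compound background flagged substrates.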
* hit, by the source's call; ? = inconclusive; & = joins results of further samples; [ ] = remark or other dose. Unless noted, calls follow the shape of the dose curve; as a rule, active = well fitted curve in the direction sought with a large enough effect; inconclusive = small, poorly fitted or top-dose-only effect, or another doubt; inactive = no such curve, though single readings can be large; an effect the other way counts as inactive or inconclusive.

Molecule	Vif-A3F inh	USP1-UAF1 inh	rTrxR1 inhibitor	IDH1 R132H inh	Glioma ERSR ind	RGS4 inhibitor	Vif-A3G inh	LDHA block	TrxR1 substrate
Cc1ccc(CNC(=O)Cc2cccs2)cc1	-3.3%	4.1%	8.5%[57.1 µM]	1.8%	-1.7%	-15.7%	0.1%	-0.7	6.1%[57.1 µM]
COc1ccc(C2(N3CCN(c4cccc(C)c4C)CC3)C(=O)c3ccccc3C2=O)cc1	2.5%	-15.4%	19.3%	-5.3%	-0.6%	-21.7%	-1.5%	-5.4	2.6%
COc1ccc(S(=O)(=O)N2CCOCC2)cc1NC(=O)C1CCCN1C(=O)c1cccs1 (stereo not drawn)	1.6%	-11.3%	6.0%	-0.3%	-0.4%	15.8%	-6.5%	4.3	0.6%
O=C(Cc1ccccc1)NCCc1c[nH]c2ccccc12	-1.0%	-12.5%	4.6%[57.1 µM]	7.6%	5.0%	27.0%	-1.3%	-7.8&-7.8	5.6%[57.1 µM]
C#C[C@]1(O)CC[C@H]2[C@@H]3CCc4cc(O)ccc4[C@H]3CC[C@@]21C	0.0%	-11.9%	6.1%	-9.1%	0.0%&0.7%	7.1%	-18.3%	-2.3	3.8%
CC1CCCCN1CC(=O)c1c(N)n(Cc2ccccc2)c(=O)n(C)c1=O (stereo not drawn)	0.6%	-2.2%	20.1%[57.1 µM]	-4.5%	-3.7%	10.1%	6.5%	-10.8	7.7%[57.1 µM]
Cc1ccc(CN2CCN(Cc3cnn(-c4ccc(F)cc4)c3)CC2CCO)o1 (stereo not drawn)	5.5%	-19.0%	14.2%[57.1 µM]	4.7%	-1.3%	-5.8%	-2.4%	1.3	-0.4%[57.1 µM]
Cn1c(=O)oc2cc(S(=O)(=O)NCCC(=O)NCc3ccc(F)cc3)ccc21	-4.1%&-3.3%	-17.4%&-34.0%	7.0%&4.3%	5.8%&-5.4%	-4.6%&2.6%	-10.4%&4.1%	0.4%&-1.2%	-1.6&-3.8	-6.6%&-1.2%
NS(=O)(=O)c1cc2c(cc1Cl)NC(C1CC3C=CC1C3)NS2(=O)=O (stereo not drawn)	0.8%	-29.0%	7.7%[57.1 µM]	10.6%	-2.4%&-1.4%&-3.5%	?	0.8%	-3.9	-0.8%[57.1 µM]
O=C(C1CCCCC1)N1CCC(O)(c2ccc(Cl)cc2)CC1	17.8%	-17.1%	8.4%[57.1 µM]	4.3%	-1.5%	-3.3%	0.9%	-1.3	8.6%[57.1 µM]

Complete entries, looked up by structure. Order of screens: Vif-A3F inh, USP1-UAF1 inh, rTrxR1 inhibitor, IDH1 R132H inh, Glioma ERSR ind, RGS4 inhibitor, Vif-A3G inh, LDHA block, TrxR1 substrate
NS(=O)(=O)c1cc2c(cc1Cl)NC(C1CC3C=CC1C3)NS2(=O)=O (stereo not drawn) across the screens: 0.8%, -29.0%, 7.7%[57.1 µM], 10.6%, -2.4%&-1.4%&-3.5%, ?, 0.8%, -3.9, -0.8%[57.1 µM]
COc1ccc(S(=O)(=O)N2CCOCC2)cc1NC(=O)C1CCCN1C(=O)c1cccs1 (stereo not drawn) across the screens: 1.6%, -11.3%, 6.0%, -0.3%, -0.4%, 15.8%, -6.5%, 4.3, 0.6%

Continued:
Molecule	Vif-A3F inh	USP1-UAF1 inh	rTrxR1 inhibitor	IDH1 R132H inh	Glioma ERSR ind	RGS4 inhibitor	Vif-A3G inh	LDHA block	TrxR1 substrate
COC(=O)c1ccc(C23CC4(C2)[C@H](CN(C)[C@@H]4c2ccccc2)C3c2ccc(C(F)(F)F)cc2)cc1 (stereo partly drawn)	-3.8%	?	13.9%[57.1 µM]	-6.1%	-4.0%	-9.8%	7.1%	-19.7	6.9%[57.1 µM]
O=C(NNC(=O)c1sccc1-n1cccc1)Nc1ccc(F)cc1	-8.0%	-22.7%	17.2%	0.1%	-2.3%	10.4%	0.8%	-8.8	-1.9%
CCOCCCNC(=S)NCCCNc1nc2cc3c(cc2cc1C#N)OCO3	4.1%	-21.5%	43.0%[57.1 µM]	4.3%	-0.1%	-19.6%	-1.7%	6.7	150.2%[activator]
COc1cccc(-n2nc(-c3ccnn3-c3ccc(F)cc3)c(=O)n(C)c2=O)c1	-2.7%	-7.1%	10.2%[57.1 µM]	0.6%	-3.9%	-42.2%	0.1%	-6.7	2.5%[57.1 µM]
CCCCc1c(C)c(C#N)c2nc3ccccc3n2c1Nc1c(C)n(C)n(-c2ccccc2)c1=O	2.9%	-23.0%	12.8%[11.4 µM]	-14.0%	-1.0%	-17.6%	1.8%	0.6	-22.0%[11.4 µM]
CC(=O)Oc1cc2c(c3ccccc13)CCC2=O	-1.9%	-20.4%	5.7%[57.1 µM]	7.8%	-1.2%	7.5%	0.7%	-7.1	11.1%[57.1 µM]
O=C1CC(N2CCN(C(c3ccccc3)c3ccccc3)CC2)C(=O)N1Cc1ccc(N2CCCC2=O)cc1 (stereo not drawn)	3.0%	-15.5%	-13.8%	1.2%	-0.1%	5.8%	0.4%	0.0	-4.3%
COc1ccc(C(CC(=O)NC(C)(C)C)n2cccc2)cc1 (stereo not drawn)	-8.1%	-21.7%	?	2.6%	-3.5%	-12.2%	-0.9%	-4.4	2.9%
Cc1nc2cc(-c3ccccc3)[nH]n2c(=O)c1C	-5.2%	-7.9%	9.5%	20.1%	-3.1%	-20.7%	-0.5%	1.3	42.3%[activator]
COc1ccc2[nH]c3c(c2c1)CCN1C(=O)N([C@@H](C)C(=O)NCc2ccc(F)cc2)C(=O)[C@]31C	-7.5%	-25.0%	-5.9%	-15.1%	-1.0%	-8.4%	-3.2%	-15.9	1.4%
CCOc1ccc(/C=C/C(=O)OC(C)C(=O)NC2CCCCC2C)cc1OC (stereo not drawn)	-1.3%	-19.2%	33.2%	-0.3%	-1.5%	-2.0%	-6.0%	-5.5	26.6%
COc1ccc(C(=O)NCc2ccc3c(c2)CCN3C(C)=O)cc1OC	-7.6%	-23.9%	9.4%[57.1 µM]	3.7%	-1.7%	13.1%	-2.1%	-11.5	-4.3%[57.1 µM]
CSc1ccccc1C(=O)Nc1ccc2c(c1)CCC2	3.0%	-2.4%	6.5%	16.8%	5.2%	-19.1%[56.9 µM]	-11.2%	-0.6	-1.1%
O=C(Nc1ccnn1C1CCN(C/C=C/c2ccccc2)CC1)c1ccccc1Cl	-15.8%	-18.8%	12.6%	5.6%	-4.9%	3.7%	-1.4%	-3.1	3.5%
C=CCOc1cccc(C2C(C(=O)c3cccs3)=C(O)C(=O)N2Cc2cccnc2)c1 (stereo not drawn)	-10.8%	-2.5%	19.9%[57.1 µM]	-1.3%	1.5%	-24.2%	-0.3%	5.0	-15.1%[57.1 µM]
Cc1ccc(S(=O)(=O)CC(=O)Nc2ccc(F)c(F)c2F)cc1	-23.1%	-27.4%	-9.9%	-2.4%	3.8%	9.0%	0.0%	-9.8	-5.5%
COc1ccc(C(=O)NCc2nnc(SCC(=O)NC3CCCCC3)o2)cc1	2.3%	-12.9%	12.3%	1.2%	-3.1%	15.4%[11.4 µM]	0.8%	-2.7	3.6%
CN(C)S(=O)(=O)c1cccc(NC(=O)COC(=O)c2ccc([N+](=O)[O-])o2)c1	-5.5%	?	25.1µM*	6.9%	3.1%	-0.7%	-5.8%	12.5	-6.8%
CCc1ccc(OCc2ccc(C(=O)OC)o2)cc1	0.2%	-7.5%	10.7%	8.8%	-5.3%	18.8%	3.2%	-1.1	-6.6%
CCOc1ccc(-c2cc3nc(C4CCN(C(=O)OC(C)(C)C)CC4)c(C(=O)O)cn3n2)cc1	4.3%	-17.4%	1.3%	16.5µM*	0.0%	11.1%	-0.9%	-1.3	20.8%
Cc1cccc(NC(=O)CN(C)CC(=O)NC(c2ccccc2)c2ccccc2)c1C	1.2%	-16.4%	2.3%	8.6%	-3.3%	-6.5%	-4.9%	0.0	-5.0%
COC(=O)C1C(=O)C=C(Nc2ccc(F)cc2)CC1c1ccc(OC)cc1 (stereo not drawn)	11.4%	-11.7%	4.4%[57.1 µM]	2.2%	-1.8%	-14.6%	-0.8%	-2.1	-6.9%
COCc1cc(C)nc(SCC(=O)Nc2ccc(C)c(C)c2)c1C#N	6.9%	-2.2%	-11.4%	4.0%	-0.6%	0.5%[11.4 µM]	-0.3%	-4.0	4.6%[57.1 µM]
O=C(Nc1ccccc1Cl)N1CCSc2ccccc21	-0.9%&2.6%	-5.1%&-7.2%	10.4%&13.6%[57.1 µM]	3.2%&0.0%	-5.4%&-4.3%	-6.3%&-12.2%	-0.2%&1.2%	0.6&3.9	2.9%&2.4%[57.1 µM]
O=C(c1c[nH]c2ccccc12)N1CCOCC1	3.2%	-5.7%	21.2%[57.1 µM]	-2.2%	-2.2%	-25.6%	-0.3%	-4.3	11.4%[57.1 µM]
COCCN1Cc2cccc(C(=O)Nc3ccc(C(=O)OC)cc3)c2C1=O	3.3%	-13.4%	7.1%	0.4%	-2.2%	2.8%	-1.0%	3.7&-6.0	2.1%

These rows are one share of the data. The share of hits here may be higher or lower than overall.
